Screening results: PubChem, National Center for Advancing Translational Sciences (NCATS)
TDP1 block = blocks human tyrosyl-DNA phosphodiesterase 1. Q9NUW8. recombinant TDP1, AlphaScreen DNA substrate cleavage. Potency, µM (titrated, usually from 130 µM), inactives show at the highest dose activity change, negative = inhibition, hits mostly inhibitors. 0.28% of 350,000 active; note: nearly all actives have a fitted effect of over 40% in size
Target sequence (Q9NUW8 whole entry, looked up): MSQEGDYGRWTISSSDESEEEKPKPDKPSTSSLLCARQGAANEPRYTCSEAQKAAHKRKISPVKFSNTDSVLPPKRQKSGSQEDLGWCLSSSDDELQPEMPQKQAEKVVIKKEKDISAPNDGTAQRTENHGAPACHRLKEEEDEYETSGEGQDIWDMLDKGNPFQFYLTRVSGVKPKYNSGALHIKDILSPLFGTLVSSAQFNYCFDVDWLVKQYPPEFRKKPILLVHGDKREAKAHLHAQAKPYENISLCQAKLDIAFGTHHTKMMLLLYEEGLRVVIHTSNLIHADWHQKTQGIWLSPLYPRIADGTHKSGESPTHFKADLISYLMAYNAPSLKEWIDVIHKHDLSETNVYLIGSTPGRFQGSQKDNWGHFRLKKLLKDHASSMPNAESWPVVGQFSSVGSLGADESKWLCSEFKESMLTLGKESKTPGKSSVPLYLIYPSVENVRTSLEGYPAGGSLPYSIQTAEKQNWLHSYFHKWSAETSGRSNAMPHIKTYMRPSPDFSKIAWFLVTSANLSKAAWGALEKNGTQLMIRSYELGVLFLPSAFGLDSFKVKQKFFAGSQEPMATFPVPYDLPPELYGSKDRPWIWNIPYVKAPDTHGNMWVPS
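Tdp1 1 nM final; 15 min RT w/ cpd; substrate 15 nM, 5 min; beads 10 ug/ml, 10 min; AlphaScreen read. Neg ctrl: no enzyme.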
TDP1 cell noCPT = qHTS for Inhibitors of human tyrosyl-DNA phosphodiesterase 1 (TDP1): qHTS in cells in absence of CPT | Potency, µM (series often up to 46.2 µM), for the others: at the highest dose activity change, negative = growth inhibition, actives largely listed as inhibitors | 15% of 420,000 active | DT40 Tdp1-/- hTDP1 cells, no CPT, ATP luminescence, 48 h; note: nearly all actives have a fitted effect of over 55% in size
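Luminescent ATP content (CellTiter-Glo) served as the growth readout. Knockout chicken DT40 cells expressing human TDP1 were exposed to compounds without camptothecin for a minimum 48 hr at 37 °C.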
N370S GC mod = inhibitors or activators of N370S glucocerebrosidase for Gaucher disease | 0.092% of 330,000 active | P04062 | Potency, µM (highest dose often 59.4 µM), without a hit: at the top dose activity change, negative = inhibition, actives largely listed as inhibitors | N370S GC spleen homogenate, 4MU-glucoside fluorescence;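 note: 0% = full enzyme activity and -100% = no enzyme basal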
Active calls of the source: *; ? = inconclusive; nt = not tested or not shown; & = joins results of further samples; [ ] = dose if it differs, or a comment. Calls come from the whole dose curve; as a rule, active = well fitted curve in the direction sought with a large enough effect; inconclusive = small, poorly fitted or top-dose-only effect, or another doubt; inactive = no such curve, though single readings can be large; an effect the other way counts as inactive or inconclusive. Unless noted, % is set by controls: 0 for no effect and ±100 for the full control effect; potency is the fitted concentration of half-maximal effect. Not all compounds are listed; count on the stated rates, not on these rows.

SMILES	TDP1 block	TDP1 cell noCPT	N370S GC mod
O=C(Nc1cccc(C(F)(F)F)c1)c1cnccn1	0%	9%	-8%
O=C(c1cc2cc(Cl)ccc2o1)N1CCCC1	3%	-26%	-8%
CC1=C[C@H](C)[C@H](c2c(F)cccc2Cl)CC1=O	7%	-15%	0%&-2%
O=C(CSc1nnc(CNC(=O)c2ccco2)o1)Nc1cccc(Cl)c1	2%	3%	5%
CC(C)CCc1noc(CN(C)CCC2CCOCC2)n1	nt	-8%	-2%
Cn1c(CCNC(=O)C(C)(C)C)nc2ccccc21	0%	-9%	-21%
CC(C)N1C(=O)CCC1C(=O)O (configuration not stated)	-8%	-5%	3%
COc1ccc(N2CCN(Cc3nnnn3C3CCCCC3)CC2)cc1	-4%	-20%	6%
CC(O)Cc1cn([C@@H](CCCCNC(=O)OC(C)(C)C)C(=O)N2CCN(C(=O)OC(C)(C)C)CC2)nn1 (some centres not stated)	4%	-4%	-9%
COc1cc(C(=O)N2CCN(C(=O)c3ccco3)CC2)c([N+](=O)[O-])cc1OC	0%	0%	5%

The list continues.
SMILES	TDP1 block	TDP1 cell noCPT	N370S GC mod
CCN(CC)S(=O)(=O)c1ccc(OC(C)C)c(NC(=O)C2=COCCO2)c1	0%	?	?
CCOc1ccc(C(=O)Nc2ccc3c(c2)N(C(C)=O)CCC3)cc1OCC	1%	21µM*	nt
O=C(O)C1CCC(=O)N1Cc1ccc(F)cc1 (configuration not stated)	0%	-14%	1%
C=CCSC1=NNC(c2ccc(C(C)(C)C)cc2)=NN1	nt	?	-7%
CCC1C(=O)CC2CCN3C(=O)CCC1C23 (configuration not stated)	4%	nt	3%
Cc1c(N=C/C=C/c2ccccc2)cnn1C	4%	?	-28%
O=C(NC(=S)N(CC1CCC1)CC1CCCO1)c1cccc([N+](=O)[O-])c1 (configuration not stated)	9%	?	5%
COCCCn1nnnc1SCC(=O)N1CCN(C(=O)c2ccco2)CC1	4%	10%	-10%
CCOc1ccccc1NC(=O)C(NCCN(C)C)c1ccccc1 (configuration not stated)	-10%	-4%	-4%
Cn1c(SCC#N)nnc1-c1ccc2c(c1)OCO2	-1%	-24%	3%

The listing continues:
SMILES	TDP1 block	TDP1 cell noCPT	N370S GC mod
COc1cc(S(=O)(=O)NCc2ccccc2)ccc1F	0%	-25%	-11%
Cc1ccc(-n2nc3c(=O)n(C(C)C(=O)NCc4ccc(Cl)cc4)nc(C)c3c2C)cc1 (configuration not stated)	-11%	-22%	-9%
Cc1ccc(NC(=O)CSc2nc(=O)n(Cc3ccncc3)c3c2CCC3)cc1Cl	3%	?	nt
COc1ccc(OC)c(NC(=O)CSc2nnnn2-c2ccccc2F)c1	0%	?	-1%
COc1ccc(C(c2nnnn2C(C)(C)C)N2CCN(c3nc4ccccc4s3)CC2)cc1 (configuration not stated)	4%	4%	-21%
O=C(COC(=O)CCC(=O)c1cccs1)Nc1ncc(Cl)cc1Cl	0%	-8%	-13%
CSc1ncc(CN2CCN(CC=C(C)C)C(CCO)C2)cn1 (configuration not stated)	nt	9%	-4%
COc1ccc(CCNC(=O)c2cc3c(=O)n4cccc(C)c4nc3n(Cc3ccco3)c2=N)cc1OC	6%	26µM*	3%
Cc1c(C(=O)N2CC3(CC(c4cccc(NC(=O)[C@H]5CCC(=O)N5)c4)=NO3)C[C@@H]2C(N)=O)cc([N+](=O)[O-])cc1[N+](=O)[O-] (some centres not stated)	4%	1%	-1%
CCCCc1nnc2c(N(C)S(=O)(=O)c3ccccc3)nc3ccccc3n12	nt	?	-6%

(next part)
SMILES	TDP1 block	TDP1 cell noCPT	N370S GC mod
Cc1ccc(-c2nn(Cc3ccccc3)cc2C(=O)NCC2CCCO2)cc1 (configuration not stated)	0%	-16%	-3%
N#CC1=C(N)Oc2cc(N)ccc2C1c1ccccc1Cl (configuration not stated)	nt	?	-5%
CCc1c(C)nc2c(-c3ccccc3)c(C)[nH]n2c1=O	3%	-24%	-11%
CCOc1ccc(-n2nc3ccc(NC(=O)c4ccc5c(c4)OCCO5)cc3n2)cc1	0%	5.8µM*	-8%
Cc1ccc(C)c(Nc2nn3c(=O)c4ccc(C(=O)NCCc5ccccc5)cc4nc3s2)c1	3%	8.2µM*	nt
Cc1ccc(NC(=O)CSc2nnc(-c3cc(C)on3)o2)cc1	6%[0.0935 µM]	6%	1%
COCCn1cnc2c1c(=O)[nH]c(=O)n2Cc1ccccc1	nt	-13%	-5%
COc1ccc(C)cc1NC(=O)C1CCN(S(=O)(=O)c2ccc3[nH]c(=O)oc3c2)CC1	5%	-1%	nt
C=CCC(C(=O)OC)(C(=O)OC)c1ccccc1[N+](=O)[O-]	0%	7%	-13%
Cc1ccc(NC(=O)CC2S/C(=N/N=C3/NC(=O)CS3)NC2=O)cc1 (configuration not stated)	1%	-1%	1%

Following part
SMILES	TDP1 block	TDP1 cell noCPT	N370S GC mod
CC(C)C[C@H]1CN=C(Nc2ccccc2)N1CCCC1CCCC1	nt	5.2µM*	-13%
C[C@@H](C(=O)Nc1ccc2c(c1)OCCO2)n1nnc2ccccc2c1=O	3%	1%	9%
CCCCn1c(N)c(N(CC(C)C)C(=O)c2cc(C)nc3ccccc23)c(=O)[nH]c1=O	-3%	10%	1%
COc1cccc(NC(=O)CCC2CCN(C(=O)C3CC=CCC3)CC2)c1 (configuration not stated)	6%	?	2%
Cc1cc(C)n2nc(C(=O)N/N=C/C=C/c3ccccc3)nc2n1	nt	5%	-8%
CCOc1ccc(CCNC(=O)Cc2ccc(NC3=NC4CS(=O)(=O)CC4S3)cc2)cc1OCC (configuration not stated)	3%	4%	9%
COc1cc(CNCCCN2CCOCC2)c(Br)cc1OC(C)C	nt	?	-1%
C/C(=N\NC(N)=S)c1cccnc1	-3%	-3%	-1%
Cc1ccc(CNC(=O)CCc2c(C)nc3nc(CNC(=O)OC(C)(C)C)nn3c2C)cc1	-3%	?	nt
O=C(Nc1cccc2ccccc12)N1CCN(c2ccc(F)cc2)CC1	2%	-24%	3%

The list goes on.
SMILES	TDP1 block	TDP1 cell noCPT	N370S GC mod
CN(C)CCCn1c(NCc2ccc3c(c2)OCO3)nc2ccccc21	0%	-23%	2%
COC(=O)C1=C(C)N(Cc2ccc(OC)c(OC)c2)C(=O)C1	3%	?	4%
Cc1nc(NC(=O)c2cccc(Cl)c2)sc1-c1csc(Nc2cccc(Cl)c2)n1	8%	nt	5%
CC(=O)OCC1OC(c2ccccc2)C(OC(C)=O)C(OC(C)=O)C1OC(C)=O (configuration not stated)	7%	3%	-1%
CC(=O)OC1CC[C@@]2(C)C(CCC3C2CC(=O)[C@@]2(C)C3CC3CC(C)=CC(=O)C32)C1 (some centres not stated)	nt	15µM*	11%
O=[N+]([O-])c1cccc(C2Nc3cccc4cccc(c34)N2)c1	3%	21µM*	1%
O=C(NC(=S)N1CCCCC1c1cccnc1)c1ccccc1 (configuration not stated)	nt	?	-6%
CCOC(=O)c1ccc(COC(=O)CNC(=O)CNC(=O)c2ccc(OC)cc2)o1	3%	-28%	0%
CN(C)c1ccc(CNC(=O)CN2C(=O)CSc3ccc(S(=O)(=O)N4CCCC4)cc32)cc1	5%	-29%	nt
CCOC(=O)c1c(N)sc(C)c1-c1ccccc1	17%	nt	-18%

Some values from the results shown.
In TDP1 block, Cc1nc(NC(=O)c2cccc(Cl)c2)sc1-c1csc(Nc2cccc(Cl)c2)n1 is listed with 8%
In TDP1 block, CC(=O)OCC1OC(c2ccccc2)C(OC(C)=O)C(OC(C)=O)C1OC(C)=O (configuration not stated) is listed with 7%
In TDP1 block, COC(=O)C1=C(C)N(Cc2ccc(OC)c(OC)c2)C(=O)C1 is listed with 3%
In N370S GC mod, CCOC(=O)c1c(N)sc(C)c1-c1ccccc1 is listed with -18%
In N370S GC mod, O=C(NC(=S)N1CCCCC1c1cccnc1)c1ccccc1 (configuration not stated) is listed with -6%
In N370S GC mod, CC(=O)OC1CC[C@@]2(C)C(CCC3C2CC(=O)[C@@]2(C)C3CC3CC(C)=CC(=O)C32)C1 (some centres not stated) is listed with 11%
In N370S GC mod, O=[N+]([O-])c1cccc(C2Nc3cccc4cccc(c34)N2)c1 is listed with 1%

Part of the list above, field by field:
> COC(=O)C1=C(C)N(Cc2ccc(OC)c(OC)c2)C(=O)C1
  TDP1 block: 3%	TDP1 cell noCPT: ?	N370S GC mod: 4%

> Cc1nc(NC(=O)c2cccc(Cl)c2)sc1-c1csc(Nc2cccc(Cl)c2)n1
  TDP1 block: 8%	TDP1 cell noCPT: nt	N370S GC mod: 5%

> CCOC(=O)c1c(N)sc(C)c1-c1ccccc1
  TDP1 block: 17%	TDP1 cell noCPT: nt	N370S GC mod: -18%

(further entries)
SMILES	TDP1 block	TDP1 cell noCPT	N370S GC mod
COc1ccc(-n2nnnc2SCC(=O)Nc2nnn(C)n2)cc1	7%	-3%	-2%
COc1ccc(Cn2c(CNS(=O)(=O)c3ccc(C)c(C)c3)nc3cccnc32)cc1	4%	-25%	nt
O=C(NC(=S)NCCc1ccc(Cl)cc1)c1ccco1	6%	-4%	?
Cc1ccc(S(=O)(=O)N2CCCCC2)cc1NC(=S)NC(=O)c1ccco1	6%	?	21%
Cc1noc(C)c1S(=O)(=O)N1CCCC(C(=O)Nc2nccs2)C1 (configuration not stated)	0%	?	-5%
CCCc1ccc(/C=C2\C(=O)c3ccccc3C(O)=C2C(=O)OCC)cc1	8%	nt	6%
COc1ccc(NS(=O)(=O)c2ccc(NC(=O)c3ccc(N(C)S(C)(=O)=O)cc3)cc2)cc1	8%	8.2µM*	-2%
CCOC(=O)C1(Cc2cccc(F)c2)CCN(Cc2nc(CC)[nH]c2C)CC1	7%	23µM*	-8%
CCOc1ccc(-c2c(C)nn3c(C)c(C(=O)Nc4cc(C)cc(C)c4)cnc23)cc1OCC	-1%	?	nt
O=C(NC1CCCCC1)c1ccc(-c2ccccc2F)o1	3%	?	nt

(continued)
SMILES	TDP1 block	TDP1 cell noCPT	N370S GC mod
CCOc1ccc(Br)cc1/C=N/NC(=O)c1ccncc1	-3%	?	2%
COC(=O)C1(c2ccccc2)NC(c2cccs2)C2C(=O)N(C)C(=O)C21 (configuration not stated)	2%	-5%	-14%
Cc1ccc(C)c(CN2C(=O)c3ccccc3S(=O)(=O)c3ccc(C(=O)N4CCOCC4)cc32)c1	5%	-25%	nt
CCOC(=O)CSC1=NC(=O)CS1	-5%	?	-11%
COC(=O)CCCC(=O)Nc1ccc(Cl)c(Cl)c1	-2%	-21%	0%
CCN1C(=O)C2(C(C#N)=C(N)Oc3n[nH]c(C(C)C)c32)c2ccccc21 (configuration not stated)	-2%	-27%	nt
Nc1nc(CSc2nc3ccccc3s2)nc(N2CCOCC2)n1	2%	-28%	4%
Cc1ccc(Cn2ccc(NC(=O)c3cc(-c4ccc(Cl)cc4)on3)n2)cc1	2%	-16%	5%
O=C(O)CCN1C(=O)/C(=C\c2ccc(-c3nc4ccccc4s3)o2)SC1=S	-3%	?	nt
O=C1/C(=C\c2ccco2)SC(=S)N1c1ccc(O)cc1	5%	-14%	-11%

(more compounds)
SMILES	TDP1 block	TDP1 cell noCPT	N370S GC mod
CCOc1ccc(NS(=O)(=O)c2ccc3[nH]c(=O)c(=O)[nH]c3c2)cc1	4%	-3%	-26%
O=C(NNC(=S)NC(=O)c1ccccc1)c1cccc([N+](=O)[O-])c1	nt	?	-10%
CCOC(=O)[C@H]1[C@H]2COc3ccc(Cl)cc3[C@@H]2N2C(=O)CN(Cc3ccc(F)cc3)C(=O)[C@@]12C	1%	?	nt
c1cncc(-c2csc(NCc3ccco3)n2)c1	8%	-29%	20%
O=C(COC(=O)c1cccc([N+](=O)[O-])c1)NNC(=O)c1cccs1	-1%	2%	nt
CCOC(=O)c1c(-c2cccc([N+](=O)[O-])c2)csc1NC(=O)CCCOc1ccccc1OC	2%	?	-1%
O=C(Nc1cccc(C(F)(F)F)c1)N1CCN(C(=O)Nc2cccc(C(F)(F)F)c2)CC1	-2%	-9%	17%
O=c1c2ccccc2nc2n1CCc1c-2[nH]c2ccccc12	4%&4%	?	-3%&-1%&18%
Cn1c(=O)c2c([nH]c(=S)n2Cc2ccc(Cl)cc2)n(C)c1=O	nt	-16%	-4%
COc1ccc(Cl)cc1/C=C/c1ccc2cccc(O)c2n1	nt	?	-9%

(cont.)
SMILES	TDP1 block	TDP1 cell noCPT	N370S GC mod
COc1ccc(NC(=O)c2cc(C)cc(C)c2)cc1[N+](=O)[O-]	-5%	?	6%
CCOC(=O)C1(S(=O)(=O)c2ccccc2)CCN(Cc2ccc(Cl)cc2)CC1	5%	?	-28%
CC(C)N1CCN(Cc2cn[nH]c2C2CCCCC2)CC1CCO (configuration not stated)	5%	7%	1%
CCN(CC(=O)N1CCOCC1)S(=O)(=O)c1ccc2ccccc2c1	nt	16%	-10%
CO/N=C/NC(=O)c1c(OC)ccnc1Oc1ccc(Cl)cc1	4%	-11%	-20%
COc1ccc(NC(=O)C2CCN(S(=O)(=O)c3c(C)noc3C)CC2)cc1OC	2%	?	1%
